KDM4E inh: qHTS Assay for Inhibitors of Human Jumonji Domain Containing 2E (JMJD2E); Lysine-specific demethylase 4E (Homo sapiens), B2RXH2; AID 2147, 2009; Potency, µM (top dose mostly 57.1 µM), inactives show at the highest dose activity change, negative = inhibition, actives largely listed as inhibitors; actives 1.6% (n = 230,000); JMJD2E catalytic domain, FDH-coupled NADH fluorescence (FDH is formaldehyde dehydrogenase); active = well fitted inhibition curve with a large enough effect, not every such curve was filed as active; inconclusive = small, poorly fitted or top-dose-only effect, or another doubt; inactive = no such curve, though single readings can be large or run the other way;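 also: 0% = wells with enzyme and -100% = buffer wells without enzyme; nearly all actives have a fitted effect of over 50% in size; many of its hits are not listed in these tables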
Target sequence (B2RXH2 1-337 limits assumed): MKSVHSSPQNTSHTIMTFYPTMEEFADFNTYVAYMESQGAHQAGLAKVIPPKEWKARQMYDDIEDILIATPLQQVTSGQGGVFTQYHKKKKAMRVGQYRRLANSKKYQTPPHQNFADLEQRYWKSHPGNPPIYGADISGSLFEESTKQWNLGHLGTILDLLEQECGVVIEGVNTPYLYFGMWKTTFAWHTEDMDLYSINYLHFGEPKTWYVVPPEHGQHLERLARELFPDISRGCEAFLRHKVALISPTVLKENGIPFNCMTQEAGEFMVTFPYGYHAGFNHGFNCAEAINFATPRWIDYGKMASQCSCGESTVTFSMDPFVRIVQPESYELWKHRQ
HttQ103 aggreg: qHTS Multiplex Assay to Identify Dual Action Probes in a Cell Model of Huntington: Aggregate Formation (GFP) | PC12 HttQ103-GFP aggregates, Acumen cytometry, 40 h | actives 1.1% (n = 220,000) | Potency, µM (series often up to 46.1 µM), for the others: top-dose activity change, negative = inhibition, hits mostly inhibitors; also: % is scaled to controls: 0 for no effect and ±100 for the full control effect; nearly all actives have a fitted effect of over 60% in size
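PC12/HTTQ103-GFP, ecdysone-inducible; teb 100 nM; cpd qHTS titration; GFP aggregates read on laser cytometer, Ex 488/Em 500-530 nm.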
HTT ATP protect: qHTS Multiplex Assay to Identify Dual Action Probes in a Cell Model of Huntington: Cytoprotection (ATP) | PC12 HTT-Q103 induced, cytoprotection, ATP luminescence, 40 h | Potency, µM (highest dose often 56.4 µM), inactives show cytoprotection (ATP increase), usual class: activators | actives 0.14% (n = 230,000);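 also: % of control where 0% means no effect; nearly all actives have a fitted effect of over 45% in size; toxic huntingtin expression switched on by the ecdysone agonist tebufenozide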
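Cells were plated at 1500 per well in phenol red-free DMEM with 5% equine and 5% calf serum. Tebufenozide (100 nM final) and compounds were added, then ATPlite reagent, and luminescence was read.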
Tau ThT inhib: qHTS for Inhibitors of Tau Fibril Formation, Thioflavin T Binding; AID 1460, 2008; recombinant tau K18 P301L, heparin-induced fibrillization, ThT fluorescence; Potency, µM (titrated, usually from 57.4 µM), for the others: at the top dose activity, negative = inhibition, most hits filed as inhibitors; actives 2.1% (n = 270,000); Microtubule-associated protein tau (Homo sapiens), P10636; also: % is scaled to controls: 0 for no effect and ±100 for the full control effect; nearly all actives have a fitted effect of over 55% in size
Target sequence (P10636 561-689 P618L limits assumed): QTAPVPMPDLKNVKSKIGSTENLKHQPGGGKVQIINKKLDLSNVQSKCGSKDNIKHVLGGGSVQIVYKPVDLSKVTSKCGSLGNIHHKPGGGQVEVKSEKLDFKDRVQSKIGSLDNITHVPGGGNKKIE
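In this qHTS, human K18 P301L tau is incubated with compound and heparin for 6 hr at 37 C, and Thioflavin T fluorescence then reports fibril load.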
Tau fluor counter: Counterscreen qHTS for Inhibitors of Tau Fibril Formation, Fluorescence Polarization; tau K18 P301L Alexa594 fluorescence, heparin fibrillization; Potency, µM (titrated, usually from 57.7 µM), inactives show at the top dose activity change, negative = decrease; actives 0.93% (n = 280,000); also: % is scaled to controls: 0 for no effect and ±100 for the full control effect; nearly all actives have a fitted effect of over 55% in size
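Human tau K18 P301L (15 uM unlabeled, 0.24 uM Alexa 594-labeled) in 100 mM sodium acetate pH 7 with 20 uM heparin, 6 hr at 37 C. ThT 30 uM added, 1 hr ambient; Alexa 594 FP and total fluorescence read at 555/632 nm.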
SMN2 splice up: qHTS Assay for Enhancers of SMN2 Splice Variant Expression; HEK293 SMN2-luciferase splicing reporter, luminescence, 30-36 h; Potency, µM (top dose mostly 46.1 µM), inactives show top-dose activity change, positive = activation, hits mostly activators; actives 2.8% (n = 210,000); AID 1458, 2008; also: % of control where 0% means no effect; nearly all actives have a fitted effect of over 55% in size
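HEK293 cells carry an SMN2 […]–luciferase reporter in which exon 7 inclusion puts luciferase in frame. Cells were plated 10-12 h before compound addition, then incubated 30-36 h at 37C. ONE-Glo luminescence was read; sodium butyrate at 4.5 mM final served as control.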
Tau fibril FP: qHTS for Inhibitors of Tau Fibril Formation, Fluorescence Polarization; K18 P301L tau heparin fibrillization, Alexa594 FP, 6 h; Potency, µM (top dose mostly 57.7 µM), for inactives: at the top dose activity, negative = inhibition, usual class: inhibitors; actives 0.39% (n = 280,000); also: % is scaled to controls: 0 for no effect and ±100 for the full control effect; nearly all actives have a fitted effect of over 55% in size
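FP of Alexa 594-tau after heparin (20 uM) induction. Substrate: human K18 P301L, 15 uM unlabeled, 0.24 uM labeled. Buffer 100 mM sodium acetate pH 7. 6 hr, 37 C.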
ALDH1A1 block: qHTS Assay for Inhibitors of Aldehyde Dehydrogenase 1 (ALDH1A1) | Aldehyde dehydrogenase 1A1 (Homo sapiens), P00352 | Purified ALDH1A1, NADH fluorescence, propionaldehyde substrate | Potency, µM (series often up to 75.3 µM), inactives show at the highest dose activity, negative = inhibition, most hits filed as inhibitors | actives 7.3% (n = 220,000); active = well fitted inhibition curve with a large enough effect, not every such curve was filed as active; inconclusive = small, poorly fitted or top-dose-only effect, or another doubt; inactive = no such curve, though single readings can be large or run the other way;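 also: plate controls were no enzyme wells and a reference inhibitor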
Target sequence (P00352 whole entry, looked up): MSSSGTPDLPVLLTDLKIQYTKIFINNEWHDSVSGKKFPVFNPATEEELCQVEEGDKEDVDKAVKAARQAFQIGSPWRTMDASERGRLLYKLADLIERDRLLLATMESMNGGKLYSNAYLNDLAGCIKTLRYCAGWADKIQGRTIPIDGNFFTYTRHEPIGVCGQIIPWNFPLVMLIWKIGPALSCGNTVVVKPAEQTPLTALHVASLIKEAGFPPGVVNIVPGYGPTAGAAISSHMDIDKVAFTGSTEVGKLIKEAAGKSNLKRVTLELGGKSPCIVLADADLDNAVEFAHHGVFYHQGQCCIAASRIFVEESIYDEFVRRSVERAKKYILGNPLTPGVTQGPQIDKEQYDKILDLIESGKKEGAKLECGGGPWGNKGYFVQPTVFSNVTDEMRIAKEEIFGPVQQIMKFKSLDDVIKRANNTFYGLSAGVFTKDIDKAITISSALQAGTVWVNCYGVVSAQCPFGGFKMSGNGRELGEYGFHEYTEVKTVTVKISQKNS
Numbers without * were called inactive; ? = inconclusive; . = no result given; [ ] = dose if it differs, or a comment. Unless noted, calls follow the shape of the dose curve; as a rule, active = well fitted curve in the direction sought with a large enough effect; inconclusive = small, poorly fitted or top-dose-only effect, or another doubt; inactive = no such curve, though single readings can be large; an effect the other way counts as inactive or inconclusive. Potency is read from the fitted curve at half-maximal effect.

SMILES	KDM4E inh	HttQ103 aggreg	HTT ATP protect	Tau ThT inhib	Tau fluor counter	SMN2 splice up	Tau fibril FP	ALDH1A1 block
COc1ccc(CN(C(=O)c2oc3ccccc3c2C)C2CCS(=O)(=O)C2)cc1 (stereo unspecified)	-2%	3%	3%[0.074 µM]	-5%	-6%	?	-1%	?
O=C1CCCc2[nH]c(=O)c(-c3nc(-c4cccc([N+](=O)[O-])c4)cs3)cc21	.	.	.	-13%	?	-20%	11%	.
CC12CCC(C(=O)Nc3cccc(Cl)c3Cl)([C@H](Br)C1=O)C2(C)C (stereo partly specified)	6%	-18%[9.22 µM]	3%[10 µM]	-2%	-11%	.	-4%	.
Cc1cc(C)n(-c2nc3c(c(=O)[nH]c(=O)n3C)n2CC(O)COc2ccc(Cl)cc2Cl)n1 (stereo unspecified)	13%	-22%	-64%[inhibitor][10 µM]	-2%	-1%	-5%	-3%	3%
COc1cc(CNCCc2ccccc2F)ccc1OCC(=O)N1CCCCC1	-13%	26%	.	-12%	-9%	2%	-3%	8%
COc1ccc(-c2nnc(C3CCN(S(=O)(=O)c4cccc(Cl)c4)CC3)o2)cc1	.	.	.	?	-24%	-9%	0%	.
Cc1cc(SC(C)C(=O)Nc2c(C)n(C)n(-c3ccccc3)c2=O)nc2ccccc12 (stereo unspecified)	11%	14%	4%	-4%	0%	-4%	1%	6%
Cc1ccc(NC(=O)Cn2c(=O)n(Cc3ccco3)c(=N)c3c4c(sc32)COC(C)(C)C4)cc1	-10%	8%	2%	7%	-17%	28%	8%	?
CCCN1CCC(=O)N([C@H](CSc2ccc(OC)cc2)CC(C)C)CC1	-4%	29%[9.22 µM]	2%[10 µM]	-8%	5%	.	-4%	.
COc1ccc(N(CC(=O)Nc2ccc(S(=O)(=O)N3CCOCC3)cc2)S(=O)(=O)c2ccccc2)cc1	-1%	1%	6%	-13%	?	-6%	-12%	-5%
COC(=O)c1cc(NS(=O)(=O)c2ccc(NC(C)=O)cc2)ccc1Cl	-4%	3%[9.22 µM]	17%[10 µM]	-7%	-12%	.	-3%	.
O=C(Nc1cccnc1)c1ccc(F)cc1	10%	4%	11%[10 µM]	3%	4%	6%	6%	5%
CC(=O)C(Sc1nc(N(C)C)nc(N(C)C)n1)C(=O)Nc1ccccc1 (stereo unspecified)	-21%	12%	0%	?	-22%	9%	-15%	-6%
O=C(Nc1nc2nc(-c3ccccc3)cc(-c3ccccc3)n2n1)c1ccco1	?	-7%	-26%[0.074 µM]	?	-18%	24%	-10%	?
O=C(/C=C/c1ccccc1Cl)N(Cc1cccs1)C1CCS(=O)(=O)C1 (stereo unspecified)	8%	14%[9.22 µM]	32%[10 µM]	7%	-2%	.	5%	.
CSc1ccc(N2C(=O)NC3(CCCCC3)C2=O)cc1	2%	6%	-14%	-6%	2%	-1%	0%	15%
Cc1ccc(-c2cn(-c3ccc(OC(F)F)cc3)c3[n+]2CCCCC3)cc1	-1%	-41%[9.22 µM]	-18%[10 µM]	-5%	-1%	.	-1%	.
C=Cn1c(N2CCOCC2)nc2c1c(=O)[nH]c(=O)n2C	3%	-13%	-13%[0.074 µM]	0%	6%	1%	0%	10%
Cc1ccc(CCNC(=O)CCCn2c(=O)c3ccccc3n(Cc3ccccc3C#N)c2=O)cc1	.	.	.	0%	-3%	-13%	0%	.
CC(/C=N/Nc1nnc2c(n1)[nH]c1ccccc12)=C\c1ccco1	1%	20%	-18%	6.3µM*	?	5%	-12%	-10%

An excerpt from above, showing only SMN2 splice up and Tau ThT inhib:
Molecule,SMN2 splice up,Tau ThT inhib
Cc1cc(SC(C)C(=O)Nc2c(C)n(C)n(-c3ccccc3)c2=O)nc2ccccc12 (stereo unspecified),-4%,-4%
Cc1ccc(NC(=O)Cn2c(=O)n(Cc3ccco3)c(=N)c3c4c(sc32)COC(C)(C)C4)cc1,28%,7%

Rewritten with two lines to a compound: part of the list above
Each structure is followed by: KDM4E inh, HttQ103 aggreg, HTT ATP protect, Tau ThT inhib, Tau fluor counter, SMN2 splice up, Tau fibril FP, ALDH1A1 block
> CC(=O)C(Sc1nc(N(C)C)nc(N(C)C)n1)C(=O)Nc1ccccc1 (stereo unspecified)
→ -21%, 12%, 0%, ?, -22%, 9%, -15%, -6%
> O=C(Nc1nc2nc(-c3ccccc3)cc(-c3ccccc3)n2n1)c1ccco1
→ ?, -7%, -26%[0.074 µM], ?, -18%, 24%, -10%, ?

(cont.)
SMILES	KDM4E inh	HttQ103 aggreg	HTT ATP protect	Tau ThT inhib	Tau fluor counter	SMN2 splice up	Tau fibril FP	ALDH1A1 block
CCOC(=O)C1CCCCN1Cc1cccc(F)c1 (stereo unspecified)	?	18%	1%	-1%	3%	2%	2%	-11%
CC(C)=CCc1c2c(c(O)c3c(=O)c(O)c(-c4ccccc4)oc13)C=CC(C)(C)O2	1%	.	.	-7%	-23%	4%	-3%	26%
CCN(CC)c1ccc(NC(=O)CSc2nc(-c3cccs3)cc(C(F)(F)F)n2)cc1	.	.	.	?	?	-18%	?	.
CCOC(=O)C1=NOC(Cn2cc(C(C)=O)c(=O)[nH]c2=O)C1 (stereo unspecified)	-1%	?	-19%	1%	2%	25%	-5%	?
Cn1c(SCc2ccccc2Cl)nnc1-c1cnccn1	1%	-1%	-1%	-6%	-1%	?	1%	-13%
C=CCSc1nc2sc3c(c2c(=O)n1CC)CCc1ccccc1-3	?	-30%	-10%	11µM*	-16%	-12%	16µM*	1.6µM*
Cc1ccc(NC(=O)C2CC=CCC2C(=O)N2CCCCC2)cc1 (stereo unspecified)	-2%	0%	-7%[10 µM]	-5%	-2%	16%	3%	3%
O=[N+]([O-])c1cccnc1Oc1ccc(C2SCCS2)cc1	-1%	-2%[9.22 µM]	-4%[10 µM]	?	?	.	-3%	18µM*
CCOCCCNC(=O)Cn1cc2c(n1)CCCC2	4%	14%	-26%	-2%	-1%	1%	0%	9%
COCC(=O)Oc1c(S(=O)(=O)c2ccc(C)cc2)c(C)nn1-c1ccccc1	0%	-1%	-6%	-7%	0%	0%	0%	-10%
CSC1=C(C#N)C(c2ccc(C)cc2)C2=C(CCCC2=O)N1 (stereo unspecified)	?	-26%	7%[10 µM]	3%	3%	-7%	2%	-3%
Cc1ccc(N=Nc2ccc(O)c(/C=N\NC(=O)c3ccc(N)cc3)c2)cc1C	4%	?	-49%[inhibitor]	?	?	15%	?	1%
CCCCCCCCNC(=O)/C(C#N)=C/c1ccc2c(c1)OCCO2	6%	14%	-4%[10 µM]	3%	-8%	-29%	-11%	?
O=C(COC(=O)c1n[nH]c2ccccc12)Nc1ccc([N+](=O)[O-])cc1	4%	0%	0%[10 µM]	-8%	-13%	-5%	-7%	2%
Oc1nc(Nc2cccc(Cl)c2)sc1/C=C1\C=Nc2ccccc21	-1%	8.9µM*	7%[10 µM]	6.3µM*	5µM*[quencher]	.	?	-1%
COc1ccc(C(=O)/C=C(\C)NCc2ccc3c(c2)OCO3)cc1	-8%	-4%	-15%	-12%	-13%	.	8%	?
CCC(C)c1ccccc1OCCn1ccnc1 (stereo unspecified)	4%	3%	9%[10 µM]	-4%	-2%	15%	2%	?
CCOC(=O)c1cnc2c(OC)cccc2c1N1CCN(c2ccccn2)CC1	1%	?	-32%[inhibitor]	-15%	-2%	-24%	-1%	-1%
Cc1c(NC2=NC3(CCCCC3)Cc3ccccc32)c(=O)n(C)n1-c1ccccc1	9%	15%	-12%[10 µM]	2%	10%	-5%	9%	10%
CCOc1ccc(NC(=O)CCC(=O)NNC(=O)Nc2cccc(Cl)c2)cc1	29%	.	.	3%	7%	-2%	-4%	7%
COc1ccc(S(=O)(=O)N(CCc2ccccc2)CC(N)=O)cc1	-4%	0%[9.22 µM]	-7%[10 µM]	-5%	-5%	.	3%	7.9µM*
CCOC(=O)c1sc(-c2ccccn2)nc1C	-21%	-1%	-6%[10 µM]	-7%	1%	17%	3%	-2%
Cc1ccc2c(c1)C(O)(CC(=O)c1ccc3c(c1)OCO3)C(=O)N2 (stereo unspecified)	-5%	-12%	-1%[10 µM]	-12%	-1%	-33%[inhibitor]	-2%	?
Cc1ccc(C)c(NC(=O)CNS(=O)(=O)c2ccccc2)c1	-5%	-8%	5%[0.074 µM]	0%	0%	-7%	-6%	-1%
O=C(NCCN1CCN(c2ccccc2)CC1)c1ccc2c(c1)[nH]c(=S)n1c3ccccc3nc21	-26%	-5%	-26%	-9%	-12%	4%	-8%	?
CCn1c(=NC(=O)COc2ccccc2)sc2cccc(F)c21	-3%	-19%[9.22 µM]	6%[10 µM]	-3%	9%	.	-1%	.
CCOc1ccc(NC(=O)CNC(=O)c2ccc([N+](=O)[O-])cc2)cc1	2%	5%	.	-3%	0%	-9%	-1%	?
CC(C)(C)c1ccc(OCCCNC2CCCC2)cc1	?	15%	-43%	-3%	1%	-12%	-2%	?
Cc1cc(O)cc2c(=O)c3ccccc3sc12	1%	-10%	22%[10 µM]	?	-12%	5%	2%	?
COc1ccc(-n2c3c(cc(C(=O)NNc4ccccc4C)c2=O)C(=O)CC(C)(C)C3)cc1	5%	-24%	-9%	-5%	-8%	-3%	-2%	20µM*
CCOc1cc(S(=O)(=O)N(CC)CC)c(OCC)cc1-n1cnnn1	?	-17%	-20%	-3%	0%	-8%	0%	?
Clc1ccccc1Cn1nc(-c2ccccc2)nc1-c1ccccc1	5%	7%	-45%[10 µM]	-6%	-11%	-7%[1.84 µM]	-3%	?
CCCCNC(=S)NNC(=O)CCn1cc(C)cn1	6%	14%	.	8%	4%	3%	4%	9%
O=C(CN1CCN(Cc2ccccc2)CC1)Nc1cccc(S(=O)(=O)N2CCCCCC2)c1	0%	-16%	-3%	8%	-6%	-58%[inhibitor]	4%	-4%
CCCCCn1c(CCNC(=O)c2cccc(C)c2)nc2ccccc21	.	.	.	-16%	-18%	-16%	1%	.
COc1ccc(/C=C/C(=O)Nc2cc(C)nn2-c2nc3ccccc3n2Cc2cccc([N+](=O)[O-])c2)cc1	-7%	4%	-2%[10 µM]	-15%	?	-28%	8%	-3%

Not all compounds are listed. The share of hits here may be higher or lower than overall.
